Screening data from PubChem BioAssay.
MsrA inhibitor – inhibits bovine methionine sulfoxide reductase A. inhibition, % at 15.5 µM. hit rate 0.75% among 360,000. purified bovine MsrA, absorbance read-out. AID 651718; in the data active = inhibition above about 4.5%;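 note: 0% = vehicle wells with enzyme and 100% = reference inhibitor wells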
MsrA act – activates bovine MsrA enzyme | AID 602163 | activation, % at 10.6 µM | hit rate 0.3% among 360,000 | purified bovine MsrA, absorbance read-out; in the data active = activation above about 7.5%;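 note: 0% = vehicle and 100% = reference activator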
Rin1-Abl PPI inh – human Rin1-Abl interaction inhibition | P00519+Q13671 | TR-FRET Rin1/Abl binding, biochemical | inhibition, % at 7.35 µM | hit rate 0.4% among 360,000; in the data active = inhibition above about 5%, passing the limit was not always enough
E coli Lon inh – E. coli protease La inhibition. purified E. coli Lon protease, fluorescence polarization. inhibition, % at 7.94 µM. hit rate 0.42% among 360,000; in the data active = inhibition above about 13%, passing the limit was not always enough;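 note: 0% = enzyme with probe and DMSO and 100% = no enzyme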
TbMetRS inhib – blocks T. brucei methionyl-tRNA synthetase activity. purified T. brucei MetRS, ATP depletion, Kinase-Glo luminescence. inhibition, % at 11.9 µM. hit rate 0.4% among 360,000. AID 624268;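 active = inhibition above a per-plate cutoff of the control wells' mean inhibition plus 3 SD, cut at about 5.5% in these data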;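 note: 0% = DMSO wells median and 100% = median of wells with control inhibitor compound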
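Dosing: 11.9 µM single point; system: parasite MetRS enzyme; technique: luminescence of leftover ATP; times: 15 min enzyme-compound preincubation, 2 h reaction, 10 min detection, 25 °C; replicates: each compound tested once; read-out basis: percent inhibition relative to median high and low control wells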
MLLE-PAM2 inh – blocks PAM2 peptide binding to the PABP1 MLLE domain. inhibition, % at 20 µM. GST-MLLE / FITC-PAM2 fluorescence polarization. hit rate 0.36% among 360,000; in the data active = inhibition above about 35%, passing the limit was not always enough;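 note: plate controls were DMSO wells with GST-MLLE for no effect and wells lacking GST-MLLE protein for full effect; some results filed as inactive read as strong as hits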
CSN inh – CSN deneddylation inhibition; hit rate 0.38% among 360,000; AID 651999; Purified CSN, SCF-Nedd8-OG deneddylation, fluorescence polarization; Q92905; inhibition, % at 12.5 µM;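 active = pattern-corrected inhibition above about 35%, with an unprinted fluorescence ratio check between 0.5 and 1.5, limit read from the data, passing the limit was not always enough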;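 note: 0% = enzyme with substrate and 100% = substrate without enzyme; some results filed as inactive read as strong as hits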
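Test system: Human Csn5 produced in HEK293T cells | Compound: 12.5 µM single point | Times: 90 min, room temperature | Signal: Fluorescence polarization readout | Read-out basis: % inhibition of substrate cleavage by Csn5 | Controls: no-enzyme wells high, enzyme-with-substrate wells low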
FAS-TE inh – inhibitors of human fatty acid synthase thioesterase domain; inhibition, % at 15 µM; P49327; hit rate 0.67% among 360,000; AID 602261; recombinant FAS-TE, OMFH fluorogenic substrate, fluorescence endpoint;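 active = compounds whose normalised, plate-corrected inhibition of enzyme fluorescence in the single-dose primary screen is 50% or more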;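 note: 0% = DMSO with enzyme and 100% = substrate without enzyme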
Neddyl block – blocks human cullin neddylation; AID 651699; TR-FRET cullin neddylation, biochemical; calls only at 25 µM; P61081+Q13564; hit rate 0.58% among 360,000; in the data active = inhibition above about 36%
Starred values were filed as active, the others as inactive; i = inactive; . = not tested or not shown.

SMILES	MsrA inhibitor	MsrA act	Rin1-Abl PPI inh	E coli Lon inh	TbMetRS inhib	MLLE-PAM2 inh	CSN inh	FAS-TE inh	Neddyl block
CCc1ccc(CC)c(S(=O)(=O)Nc2ccc(O)c(C(=O)O)c2)c1	-0.6	-3.7	0.9	-4.2	-0.8	-0.1	0.8	-6.1	i
CCOC(=O)c1sc(-c2ccc(C)cc2)c(C#N)c1C	-0.9	-0.8	1.1	-0.4	-0.6	24.7	-2.9	6.7	i
Clc1cccc(-c2ccc(CNCc3ccccn3)o2)c1	-0.1	-1.0	0.6	-3.3	-1.3	10.5	0.2	0.9	i
CC(=O)NCCC(=O)Nc1cc(S(=O)(=O)N2CCCCC2)ccc1N1CCCCC1	-0.6	-3.1	-1.6	7.8	-0.6	-9.1	2.5	-7.2	i
Cc1nc(N2CCCCC2)c2c(-c3cccs3)csc2n1	0.3	-0.1	-2.4	-1.6	-0.6	-4.9	4.2	18.9	i
COC(=O)c1coc(-c2ccc(C)cc2)c1C(=O)OC	0.7	3.4	-1.4	-7.9	-0.6	-9.2	-0.3	0.3	i
CCOC(=O)C1=CN(CC)S(=O)(=O)NC1c1ccc2ccccc2c1 (stereo not drawn)	1.5	-2.0	2.3	-8.3	-0.9	0.6	-6.5	-1.1	i
CCOCCCn1c(=S)[nH]c2cc(C(=O)NCc3ccc(F)cc3)ccc2c1=O	0.3	-12.2	-1.8	-8.4	-1.0	-96.7	0.2	4.3	i
CC(=O)c1ccc(N=C2NC(=O)C(CO)(CO)S2)cc1	1.8	-6.9	1.6	-4.0	-1.1	5.1	3.0	-1.3	i
O=C(NCc1cccs1)C1CC(=O)N(c2ccccc2)C1 (stereo not drawn)	-1.7	-1.8	1.8	4.1	1.4	-6.6	-4.1	-4.0	i
CCc1c(C(=O)N2CCN(c3ccccc3F)CC2)[nH]c(C)c1C(C)=O	0.0	-1.3	-2.5	0.0	0.1	4.3	-3.6	14.3	i
CCN(Cc1ccncc1)C(=O)CCc1ccccc1	-0.4	-1.2	0.6	-2.9	0.2	16.6	1.2	-5.0	i
O=C(O)CN1CCN(Cc2ccc(F)cc2)C1=O	-2.0	0.7	-1.6	8.2	-0.9	5.9	0.0	-3.9	i
O=C(CNS(=O)(=O)c1ccc(Cl)cc1)NNC(=O)c1cccnc1	-1.3	4.0	2.6	0.4	-0.1	33.5	7.5	-3.0	i
CCc1c(C(=O)NCCc2ccc(OC)c(OC)c2)[nH]c(C)c1C(C)=O	0.1	-6.6	3.8	-8.6	-0.9	3.4	0.0	-10.3	i
COc1ccc(C(C(=O)NC2CCCC2)N(CCN2CCOCC2)C(=O)c2ccc(OC)c(OC)c2)cc1 (stereo not drawn)	-1.4	-2.3	3.0	-0.7	-1.0	0.3	-3.6	-7.0	i
CN(C1CCCCC1)S(=O)(=O)c1cc2c3c(c1)CCN3C(=O)CC2	-0.3	-1.4	1.8	-10.8	-0.4	1.9	-2.8	-17.7	i
CC(C)N1CCOC1c1ccccc1 (stereo not drawn)	0.7	-6.5	5.3	-17.3	0.3	-5.2	-3.5	-4.7	i
COc1ccc(CNS(=O)(=O)c2cccc(S(=O)(=O)N3CCOCC3)c2)cc1	1.2	-0.9	-2.2	3.1	-0.3	7.3	1.8	-4.5	i
COc1ccccc1NC(=O)C1Cc2ccccc2CN1C(=O)c1ccco1 (stereo not drawn)	1.6	0.0	1.8	-1.6	-0.9	-1.2	1.4	1.5	i
O=C(NCC(=O)N1CCN(Cc2ccccc2)CC1)c1ccccc1Cl	0.3	-1.5	6.7	-7.5	-0.1	-2.0	3.5	-6.1	i
CN(CC(=O)Nc1ccc(F)cc1)C(=O)COC(=O)c1cc(Br)c(Br)s1	0.2	-1.1	0.6	2.0	-0.3	-17.0	4.4	13.6	i
CS(=O)(=O)c1ccc(-c2nnc(NC(=O)C3=COCCO3)o2)cc1	2.5	-5.1	1.4	4.7	-0.3	24.3	-5.7	-6.8	i
Cc1ccc(-c2c3c(=O)n(C)c(=O)n(C)c3cn2N2CCOCC2)cc1	1.5	1.4	6.9	-8.1	0.8	-12.3	0.7	-3.1	i
Cc1ccc(S(=O)(=O)C2(C(=O)Nc3ccc(C(C)C)cc3)CC2)cc1	1.2	-3.2	-0.7	-2.0	-0.6	-4.2	1.8	6.9	i

Following part
SMILES	MsrA inhibitor	MsrA act	Rin1-Abl PPI inh	E coli Lon inh	TbMetRS inhib	MLLE-PAM2 inh	CSN inh	FAS-TE inh	Neddyl block
Cc1ccc(OC(=O)C2c3ccccc3Oc3ccccc32)cc1C	-0.9	-5.5	0.3	4.2	-0.1	-13.2	6.4	20.5	i
O=C(NCc1ccncc1)c1ccc(NS(=O)(=O)c2ccccc2)cc1	-0.8	-3.6	0.7	-2.4	-0.4	-0.7	-4.0	-2.0	i
Cc1nc(SCC(=O)c2ccc(F)cc2)n[nH]1	0.5	1.2	0.1	-1.2	0.1	19.8	-6.7	-5.8	i
Cc1noc(/C=C/N(C)C)c1S(=O)(=O)N1CCc2ccccc21	1.5	-0.8	2.7	-65.8	-0.3	-16.8	-1.3	7.6	i
CCCCOc1ccc(S(=O)(=O)NNC(=O)C2Cc3c(ccc4ccccc34)O2)cc1 (stereo not drawn)	-0.1	-2.5	-1.5	-9.1	-0.6	7.3	5.1	19.8	i
CC(=O)Nc1cccc(-c2cc(NC(C)=O)c3ncc(-c4ccc(F)cc4)n3c2)c1	-0.1	-6.9	-4.1	-6.1	-0.5	-18.6	-0.1	23.2	i
Cn1c(NCCO)nc2c1c(=O)n(Cc1cccc(Cl)c1)c(=O)n2C	-0.6	-3.1	-0.7	12.7	-0.8	-4.5	-2.3	0.4	i
O=C(CCCN1C(=O)/C(=C/c2cccs2)SC1=S)NNC(=O)c1ccncc1	-0.1	-1.9	-4.0	9.1	-0.9	-33.0	12.0	-3.2	i
CCOC1=C/C(=C/c2c(N)n3nc(CC(=O)N4CCCCC4)sc3nc2=O)C=CC1=O	3.5	-5.7	2.5	-43.3	0.1	-81.5	23.8	-6.3	i
COc1cccc(NC(=O)CCN2C(=O)c3cccc([N+](=O)[O-])c3C2=O)c1	0.9	0.2	0.1	-2.9	-0.8	12.3	4.7	3.9	i
CN1CCN(C(=S)NC(=O)c2cccc([N+](=O)[O-])c2)CC1	0.1	-2.3	-1.8	-3.3	0.0	8.3	4.5	0.7	i
COCCNC(=O)CCn1nc(-c2ccc(C)cc2)ccc1=O	2.1	-5.0	4.2	7.6	-0.7	1.3	-1.9	-4.8	i
CCOC(=O)c1c(C)[nH]c(C(=O)COC(=O)c2[nH]c(C)c(C(C)=O)c2C)c1C	-1.2	-3.5	1.6	7.8	-0.1	-22.0	-6.4	-17.8	i
COCC(=O)NCCc1nc(-c2ccccc2)cs1	-0.9	-2.2	-5.0	5.3	-1.0	0.2	-2.0	-6.8	i
Cc1ccc(CNc2nc3ccccc3n3cnnc23)cc1	-1.0	-11.5	-2.3	-34.5	-0.2	0.2	0.3	-4.1	i
O=C1CC(c2cccs2)CC2=C1C(c1ccccc1)n1ncnc1N2 (stereo not drawn)	0.2	-4.4	1.3	-2.0	-0.2	-5.6	0.9	-6.3	i
COc1ccc(Sc2cc(C(F)(F)F)nc(-c3ccccn3)n2)cc1	0.0	-3.5	4.8	0.7	-1.0	-5.1	-2.2	7.3	i
CCCCn1cnc2c(Sc3c([N+](=O)[O-])ncn3C)nc(N)nc21	5.2*	-1.9	3.8	6.4	0.4	1.7	-7.8	-5.6	i
O=C(NNC(=O)c1ccc([N+](=O)[O-])cc1)NC1CCCCC1	-0.5	-1.0	-1.6	3.9	-0.4	-8.5	-0.8	3.0	i
COc1ccc2c(COC(=O)CCS(=O)(=O)c3ccc(C)cc3)cc(=O)oc2c1	0.2	-3.0	-0.8	2.8	-0.3	-15.9	3.2	11.1	i
CC(C)(C)c1ccccc1NC(=O)COC(=O)CN1C(=O)NC2(CCCC2)C1=O	-0.6	-4.5	2.1	-3.5	-0.2	-48.8	-0.1	-4.1	i
COC(=O)c1ccc(S(=O)(=O)N2CCCCCC2)n1C	-1.4	-4.5	-2.0	-6.6	-0.8	-5.2	-4.6	-1.5	i
O=C(Nc1ccc2c(c1)OCO2)c1cc(C2CCCCN2S(=O)(=O)Cc2ccccc2)on1 (stereo not drawn)	0.8	-2.0	-4.0	-3.6	0.0	13.0	-0.9	20.2	i
CC1CC(C)CN(c2ncc3c(n2)CC(c2ccccc2Cl)CC3=O)C1 (stereo not drawn)	1.5	-2.4	-0.5	-7.6	-0.9	-4.7	1.4	18.5	i
O=C(Nc1cccc(C(F)(F)F)c1)c1cc(S(=O)(=O)N2CCCCC2)ccc1N1CCOCC1	0.1	-1.2	-2.7	0.8	-1.5	-6.9	-0.6	16.7	i

Continuation.
SMILES	MsrA inhibitor	MsrA act	Rin1-Abl PPI inh	E coli Lon inh	TbMetRS inhib	MLLE-PAM2 inh	CSN inh	FAS-TE inh	Neddyl block
Clc1ccc(-n2cnc3c(Cl)ncnc32)cc1Cl	-0.3	-0.1	-1.0	6.0	-0.3	-13.1	2.3	1.8	i
Cc1cc(NS(=O)(=O)c2ccccc2)c([N+](=O)[O-])cc1C	1.7	-6.2	-0.5	-3.2	-1.3	-5.7	-2.3	-5.7	i
CC(=O)N1CCC(N(CCN2CCOCC2)C(=S)Nc2cccc(C)c2C)CC1	0.8	-2.5	2.0	-2.7	0.4	-1.2	-10.9	-10.7	i
CC1(C)Cc2ccccc2-c2nc(NCCCO)[nH]c(=O)c21	0.5	-2.5	-3.1	-2.7	0.4	0.2	-4.8	-1.0	.
CCOc1c2ccccc2nn1CCOC	0.5	-7.1	-1.4	-14.2	-0.5	17.3	-3.6	-4.5	i
CCSC(=N)N	-0.7	-0.8	-3.8	1.9	-1.2	-7.2	-1.7	0.9	i
